Assay outcomes: PubChem, National Center for Advancing Translational Sciences (NCATS)
S2 tox: reduces viability in counter-screen for ATXN expression inhibitors. S2 cells (HEK-293 line with an ATXN2-luciferase reporter) viability, CellTiter-Fluor protease fluorescence, 24 h. Potency, µM (highest dose often 56.7 µM), actives largely listed as cytotoxic. hit rate 0.49% among 400,000. AID 651635; note: nearly all actives have a fitted effect of over 40% in size
ATXN2 expr inh: inhibitors of ATXN2 expression; HEK-293 ATXN2-luciferase reporter, luminescence, 24 h; Potency, µM (titrated, usually from 57 µM), inactives show at the highest dose activity change, negative = inhibition, usual class: inhibitors; hit rate 0.72% among 360,000; AID 1745845; note: % is set by controls: 0 for no effect and ±100 for the full control effect; nearly all actives have a fitted effect of over 55% in size
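qHTS (up to 57 uM final) was run with 24 h compound exposure of reporter cells at 37 °C. Each well was multiplexed: SteadyGlo luminescence measured ATXN2-luciferase expression after a fluorogenic Gly-Phe-AFC viability readout (25 uM final).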
A549 viability: kills or reduces viability of A549 cells in Nrf2 counter-screen | Potency, µM (highest dose often 46 µM), inactives show at the top dose activity change, negative = cytotoxicity, most hits filed as inhibitors | hit rate 0.16% among 390,000 | AID 504648 | A549 ARE-Fluc cells, CellTiter-Fluor viability, 18-24 h; note: % is set by controls: 0 for no effect and ±100 for the full control effect
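Cytotoxicity counterscreen: CellTiter-Fluor fluorescence was measured in A549 ARE_Fluc cells after 18-24 h of compound exposure in a concentration series. The subsequent BugLite luminescent read reports ARE-luciferase activity.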
EPAC2 antagonist: blocks human EPAC2 exchange factor | Q8WZA2 | EPAC2 GEF exchange of Rap1B-BODIPY-GDP, fluorescence | Potency, µM (doses to about 114 µM), for the others: top-dose activity, negative = inhibition, actives largely listed as inhibitors | hit rate 0.18% among 360,000; note: % is set by controls: 0 for no effect and ±100 for the full control effect; nearly all actives have a fitted effect of over 45% in size; many of its hits are not listed in these tables
Target sequence (Q8WZA2 whole entry, looked up): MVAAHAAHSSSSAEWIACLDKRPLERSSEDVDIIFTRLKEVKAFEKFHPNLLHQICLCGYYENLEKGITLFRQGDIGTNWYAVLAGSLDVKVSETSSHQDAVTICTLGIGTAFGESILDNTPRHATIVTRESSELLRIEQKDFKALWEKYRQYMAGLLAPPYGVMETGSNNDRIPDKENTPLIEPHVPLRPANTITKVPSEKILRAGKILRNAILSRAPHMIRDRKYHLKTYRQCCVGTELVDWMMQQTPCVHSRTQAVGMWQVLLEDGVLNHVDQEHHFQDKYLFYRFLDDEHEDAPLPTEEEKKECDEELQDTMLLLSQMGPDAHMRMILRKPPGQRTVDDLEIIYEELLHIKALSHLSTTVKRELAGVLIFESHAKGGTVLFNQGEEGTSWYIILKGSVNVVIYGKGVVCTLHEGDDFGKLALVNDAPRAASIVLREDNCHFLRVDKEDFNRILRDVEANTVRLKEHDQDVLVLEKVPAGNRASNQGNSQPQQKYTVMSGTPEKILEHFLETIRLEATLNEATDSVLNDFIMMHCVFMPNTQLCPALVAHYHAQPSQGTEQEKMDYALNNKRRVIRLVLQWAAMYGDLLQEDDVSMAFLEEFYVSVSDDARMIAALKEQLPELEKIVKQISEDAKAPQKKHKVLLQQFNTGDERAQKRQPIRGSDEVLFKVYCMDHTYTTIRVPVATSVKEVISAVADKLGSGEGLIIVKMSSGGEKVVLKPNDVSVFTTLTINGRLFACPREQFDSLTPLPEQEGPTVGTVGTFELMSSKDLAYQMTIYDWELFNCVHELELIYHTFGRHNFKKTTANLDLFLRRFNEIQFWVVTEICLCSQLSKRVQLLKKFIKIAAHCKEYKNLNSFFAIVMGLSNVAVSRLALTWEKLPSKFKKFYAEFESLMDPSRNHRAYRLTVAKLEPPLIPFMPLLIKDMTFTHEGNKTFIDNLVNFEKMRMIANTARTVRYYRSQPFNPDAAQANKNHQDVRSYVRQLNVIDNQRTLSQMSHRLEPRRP
MCF10A rereplic: inducers of DNA re-replication in MCF 10A breast cells | MCF 10A DNA re-replication, Hoechst nuclear intensity, 48 h | Potency, µM (series often up to 46.1 µM), for the others: at the highest dose activity, positive = re-replication, actives largely listed as activators | hit rate 2.9% among 350,000 | AID 624296; note: % of control where 0% means no effect; nearly all actives have a fitted effect of over 50% in size
Nrf2 activator: activates Nrf2 signaling; AREc32 ARE-luciferase reporter (MCF7-derived line), luminescence, 24 h; Potency, µM (top dose mostly 46.1 µM), for inactives: at the highest dose activation, usual class: activators; hit rate 0.31% among 410,000; note: % of control where 0% means no effect; nearly all actives have a fitted effect of over 65% in size
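Luminescent ARE reporter assay in AREc32_Fluc cells: overnight plating at 37 deg C, 24 hr compound incubation, Steady-Glo added, 30 min RT before reading.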
Nrf2 block: Nrf2 pathway inhibition | AID 504444 | Potency, µM (top dose mostly 46 µM), without a hit: at the highest dose activity change, negative = inhibition, actives largely listed as inhibitors | hit rate 2.1% among 360,000 | A549 ARE-Fluc reporter, luciferase luminescence, 18-24 h; note: % is set by controls: 0 for no effect and ±100 for the full control effect; nearly all actives have a fitted effect of over 60% in size
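Reporter: ARE-Fluc in A549. Exposure: 18-24 h, 37 °C, 5% CO2, 5% FBS OPTI-MEM. Readouts: fluorescent cytotoxicity (CellTiter-Fluor), then luminescent Nrf2 signal after BugLite.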
HepG2 tox: HepG2 cytotoxicity, counter-screen for TGF-b inhibitors. HepG2 CAGA-GFP viability, ATP luminescence, 18 h. Potency, µM (top dose mostly 46.1 µM), for the others: at the highest dose activity change, negative = cytotoxicity, hits mostly cytotoxic. hit rate 0.76% among 410,000; note: some results filed as inactive show a strong effect at the top dose
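CellTiter-Glo luminescence gave cytotoxicity after 18 hours at 37 degrees C. The cells were HepG2 CAGA-GFP in 1% FBS DMEM, stimulated with 500 pg/mL TGF-beta after compound addition. %Activity was normalised to no-cell wells (complete cell-killing) and DMSO (no toxicity), and curves were fitted and classified.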
TGFb SMAD3 inh: inhibitors of TGF-b signaling. hit rate 1.2% among 410,000. Potency, µM (series often up to 46.1 µM), without a hit: at the top dose activity, negative = inhibition, hits mostly inhibitors. HepG2 CAGA-GFP TGF-b/SMAD3 reporter, GFP fluorescence, 18 h; TGF-beta stimulated, 500 pg/mL final; note: % is set by controls: 0 for no effect and ±100 for the full control effect; nearly all actives have a fitted effect of over 65% in size
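Using HEPG2 CAGA-GFP reporter cells at 1000 cells/well, we pinned test compounds, stimulated with recombinant TGF-beta (500 pg/mL final) and measured total well GFP after 18 h.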
Numbers without * were called inactive; i = inactive; ? = inconclusive; nt = not tested or not shown; & = joins results of further samples; [ ] = dose if it differs, or a comment. Calls come from the whole dose curve; as a rule, active = well fitted curve in the direction sought with a large enough effect; inconclusive = small, poorly fitted or top-dose-only effect, or another doubt; inactive = no such curve, though single readings can be large; an effect the other way counts as inactive or inconclusive. Potency is the fitted concentration of half-maximal effect. An excerpt; the hit share may differ from the screen's.

molecule | A549 viability | Nrf2 activator | MCF10A rereplic | HepG2 tox | Nrf2 block | S2 tox | EPAC2 antagonist | TGFb SMAD3 inh | ATXN2 expr inh
O=C(CSc1nc2c(sc3ccccc32)c(=O)n1CCc1ccccc1)NCc1ccco1 | 0% | -0.3% | -2% | 1% | 3% | i | -2%[57.1 µM] | 0% | -25%
CN(C)S(=O)(=O)c1cccc(NC(=O)COC(=O)[C@H](Cc2ccccc2)NC(=O)c2ccco2)c1 | 0% | -1.3% | 3% | 5% | 5% | i | -4% | -5% | 1%
Cc1ccc2nc(NC(=O)C3CCN(C(=O)c4ccc(F)cc4)CC3)sc2c1 | -17% | -0.9% | ? | -24% | ? | ? | -1% | ? | -26%
Cc1cccc(C(=O)CC(=O)c2cc(Cl)ccc2O)c1 | -19% | 0.6% | ? | -92% | ? | i | -3% | ? | ?
COc1ccc(CCNC(=O)C(=O)NCC2OCCN2C(=O)c2ccc(Cl)cc2)cc1 (centres undefined) | -3% | -0.9% | 0% | -1% | -7% | i | 3% | -1% | -5%
Cc1c(Cl)cccc1NC(=O)[C@@]1(CC(=O)O)CC(/C=C/c2ccccc2)=NO1 | 1% | -0.6% | -17% | -42% | 13% | i | -1% | -5% | 6%
CNC(=S)N1CCN(c2nc3ccccc3s2)CC1 | 0% | 2.8% | -1% | 7% | ? | i | 0% | 19% | 21%
CCOc1ccc(Br)cc1CN(CC)CC | 2% | -0.4% | -3% | 7% | -12% | i | 6% | -11% | -16%
Cc1ccc(CS(=O)(=O)Cc2ccc(C(=O)NC3CC3)o2)cc1 | -5% | -0.2% | 11% | -20% | -15% | ? | -3% | -17% | nt
Cn1cc(C(=O)NCc2ccccc2)c(=O)c2cc(S(=O)(=O)N3CCCCCC3)ccc21 | 16% | 4.5% | nt | -8% | nt | i | nt | -6% | 10%
CC(C)(C)C(=O)N1CCN(c2ccc([N+](=O)[O-])c(NCc3cccnc3)c2)CC1 | -27% | 1.0%[9.22 µM] | 10% | -24% | 4% | ? | -3% | -16% | -30%
O=C(O)c1ccccc1-c1nc(-c2ccccc2)c(-c2ccccc2)[nH]1 | -6% | 0.7% | ? | 6% | -1% | i | -6% | -1% | 2%
COC(=O)CNC(=O)C1Nc2ccccc2C2C=CCC12 (centres undefined) | -5% | 0.1% | -7% | -4% | 7% | i | -6% | 1% | 10%
COCc1nnc(NC(=O)c2ccc(NC(=O)C(C)C)cc2)s1 | -8% | 0.5% | -1% | -16% | 14% | i | 6% | -17% | 4%
Cc1cccc(NC(=O)COC(=O)Cc2cccs2)c1C | 1% | -0.1% | -3% | -2% | 18% | i | -1% | -10% | -4%
Cc1ccc2c(CSc3nc4ccccc4c(=O)n3CCCO)cc(=O)oc2c1 | -10% | -0.3% | 11% | -4% | ? | i | -20% | -9% | nt
CCCc1cc(=O)oc2c(CN3CCCC3)c(O)c(Cl)cc12 | 4% | 0.0% | ? | -4% | 16% | nt | 0% | 11% | 6%
Brc1ccc(-c2ccc(/C=N/Nc3nncc(-c4ccccc4)n3)o2)cc1 | 11% | 0.0% | 9% | -10% | 1% | i | 8% | -3% | -8%
COc1cc(C(C)=O)ccc1OCC(=O)NCC1(N2CCCCC2)CCCCC1 | 5% | 0.5% | 4% | -17% | 13% | i | 14% | -22% | nt
CC1CCCN(C(=O)C2CCC(CNc3c(N4CCCCC4)c(=O)c3=O)CC2)C1 (centres undefined) | -8% | -0.4% | 0% | -2% | -14% | i | 3% | 8% | -11%

The list goes on, starting with the last 4 of the part before.
molecule | A549 viability | Nrf2 activator | MCF10A rereplic | HepG2 tox | Nrf2 block | S2 tox | EPAC2 antagonist | TGFb SMAD3 inh | ATXN2 expr inh
CCCc1cc(=O)oc2c(CN3CCCC3)c(O)c(Cl)cc12 | 4% | 0.0% | ? | -4% | 16% | nt | 0% | 11% | 6%
Brc1ccc(-c2ccc(/C=N/Nc3nncc(-c4ccccc4)n3)o2)cc1 | 11% | 0.0% | 9% | -10% | 1% | i | 8% | -3% | -8%
COc1cc(C(C)=O)ccc1OCC(=O)NCC1(N2CCCCC2)CCCCC1 | 5% | 0.5% | 4% | -17% | 13% | i | 14% | -22% | nt
CC1CCCN(C(=O)C2CCC(CNc3c(N4CCCCC4)c(=O)c3=O)CC2)C1 (centres undefined) | -8% | -0.4% | 0% | -2% | -14% | i | 3% | 8% | -11%
Nc1nc(CSc2nnnn2-c2ccc(F)c(Cl)c2)nc(N2CCOCC2)n1 | 2% | 3.5% | 5% | 2% | -18% | i | -4% | -9% | -9%
COCCN1C[C@@H](CO)O[C@@H](n2cnc3c(NCCN(C)C)ncnc32)C1 | nt | 1.6% | nt | -40% | nt | i | 4% | -4% | 18%
COC(=O)C(COC(=O)c1c(F)cccc1F)NC(=O)c1c(F)cccc1F (centres undefined) | -4% | ? | ? | -18% | 0% | i | -10% | -1% | nt
CCOC(=O)Cc1c(C)nc2c(-c3ccccc3)c[nH]n2c1=O | -11% | 0.3% | ? | -17% | -5% | i | 4% | 1% | -15%
CC(=O)Nc1ccc(S(=O)(=O)Oc2ccccc2N2CCCCC2)cc1 | -5% | 0.1% | ? | -9% | ? | ? | ? | ? | -18%
COc1nc(NC(=O)c2ccc(F)cc2)nc(OC)c1-c1ccccc1 | -7% | -0.3% | ? | 14% | 1% | i | -19% | 11% | -1%
CCOC(=O)CSc1nc(N2CCOCC2)c2c(c1C#N)CC(C(C)C)OC2 (centres undefined) | -2% | 3.4% | ? | 1% | -12% | i | -24% | 164%[activator] | -5%
COCCN(Cc1ccc(C)cc1)C(=O)[C@H]1O[C@@H](n2ccc(N)nc2=O)[C@H](O)[C@@H]1O | nt | -1.1% | nt | -1% | nt | i | 12% | -4% | -16%
CC(=O)Nc1ccc(C(=O)Nc2cccc(S(=O)(=O)N(C)c3ccccc3)c2)cc1 | 1% | -1.6% | 5% | -20% | ? | i | 4% | -14% | ?
O=C(C[C@@H]1C/C=C\C[C@@H](Cc2ccc(F)cc2)C(=O)OC[C@H]2CCCN2C1=O)N[C@H](CO)Cc1ccccc1 | -12% | 0.9% | 24% | -29% | -14% | i | -10% | ? | 0%
O=C(O)c1cc(N/N=C/c2cccnc2)ccc1Cl | -3% | -0.3% | -2% | 8% | 19% | i | 0% | -4% | nt
C/C(=N\NC(=O)c1cc(Cl)ccc1O)c1ccc(Br)s1 | -1% | 5.7%[9.22 µM] | ? | -6% | ? | ? | -2% | -5% | 11%
Cc1cc(=O)nc2c3ccccc3n(C(C)C(=O)Nc3c(F)c(F)c(F)c(F)c3F)n12 (centres undefined) | -8% | -0.9% | 0% | -6% | -1% | i | 13% | 27% | -2%
CN(/N=C/c1ccc(O)cc1O)c1nc(-c2ccccc2)cc(-c2ccccc2)n1 | -15% | -2.1% | 18µM* | -114% | -22% | nt | 9% | -108% | ?
O=C(Nc1cnn(Cc2ccc(Cl)c(Cl)c2)c1)c1nc2ncccn2n1 | 10% | 2.1% | ? | -2% | ? | i | 5% | -2% | -6%
CCCCn1c(SCC(=O)N2CCCCC2)nc2cc(S(N)(=O)=O)ccc21 | 9% | 0.3% | -9% | -15% | nt | i | -1% | 1% | 1%
CN(C)c1ccc(/C=C/C(=O)c2ccc(C(C)(C)C)cc2)cc1[N+](=O)[O-] | -23% | 0.2% | ? | 2% | -25% | i | 9% | 3% | 1%
CCCCn1c(=O)n(Cc2cccc(F)c2)c(=O)c2c1ncn2Cc1ccco1 | -6% | 0.4% | 16% | -19% | -20% | i | -3% | 3% | -6%
CC1=C(C#N)C(NC(=O)c2cccc(Cl)c2)(C(F)(F)F)C(=O)N1 (centres undefined) | -7%&-4% | -1.6%&0.2% | -1% | -4%&7% | 14%&17% | ? | 11% | ? | 7%&1%
COc1cc2c(=O)n(CCC(=O)NCC3CCCO3)c(=O)n(CC(=O)Nc3ccc(F)cc3)c2cc1OC (centres undefined) | ? | 0.1%&2.8% | ? | 19%&-33% | -15% | i | 0% | 27%&-26% | 2%&7%

Two of these compounds, set out differently:
COc1nc(NC(=O)c2ccc(F)cc2)nc(OC)c1-c1ccccc1
  A549 viability: -7%
  Nrf2 activator: -0.3%
  MCF10A rereplic: ?
  HepG2 tox: 14%
  Nrf2 block: 1%
  S2 tox: i
  EPAC2 antagonist: -19%
  TGFb SMAD3 inh: 11%
  ATXN2 expr inh: -1%
C/C(=N\NC(=O)c1cc(Cl)ccc1O)c1ccc(Br)s1
  A549 viability: -1%
  Nrf2 activator: 5.7%[9.22 µM]
  MCF10A rereplic: ?
  HepG2 tox: -6%
  Nrf2 block: ?
  S2 tox: ?
  EPAC2 antagonist: -2%
  TGFb SMAD3 inh: -5%
  ATXN2 expr inh: 11%

Next results follow.
molecule | A549 viability | Nrf2 activator | MCF10A rereplic | HepG2 tox | Nrf2 block | S2 tox | EPAC2 antagonist | TGFb SMAD3 inh | ATXN2 expr inh
COc1ccc(CC2(CO)CCN(Cc3cccn3-c3ccccn3)CC2)cc1 | 5% | -0.3% | ? | -14% | 8% | i | 11% | 0% | -15%
C=C(C)COc1ccc(-c2[nH]ncc2Oc2ccccc2OC)c(O)c1 | ? | -0.6% | 15% | -110% | -26% | ? | -17% | ? | -22%
COc1ccc([N+](=O)[O-])c(C=CC(=O)c2ccccn2)c1 | nt | -4.3% | nt | -124% | nt | ? | 0% | ? | nt
CCOC(=O)Cn1c(=O)n(C2CCCCC2)c2nc(-c3ccccc3Cl)nc(C(N)=O)c21 | -1% | -0.6% | nt | 4% | nt | i | nt | 0% | -1%
CN(C(=O)CC1C(=O)NCCN1Cc1ccc(F)cc1Cl)C1CCCCC1 (centres undefined) | 2% | 0.5% | -16% | 6% | 5% | i | -4% | 13% | 10%
O=C(N=C1N=C2C=CC=CN2Cc2ccccc21)c1ccc(S(=O)(=O)N2CCCC2)cc1 | 1% | 5.9% | 2% | -31% | 16% | i | 1% | -19% | 23%
Cc1cccnc1C(c1ccc(F)cc1)N(C)C(=O)C1CCN(CCOc2ccc(Cl)cc2Cl)CC1 (centres undefined) | nt | -3.2% | nt | -100% | nt | 28µM* | -10% | ? | 32µM*
CCOC(=O)c1cc(N)cc([N+](=O)[O-])c1 | -2% | -1.0% | 7% | 14% | 1% | i | 5% | 25% | 20%
CC1CCCCN1C(=O)CN1CCC(c2nc3ccc(Cl)cc3[nH]2)CC1 (centres undefined) | -4% | 4.0% | 13% | -28% | -27% | ? | -1% | -12% | nt
